Screening results from PubChem BioAssay.
Lipid storage S3 = qHTS Assay for Lipid Storage Modulators in Drosophila S3 Cells. Drosophila S3 cells, BODIPY lipid droplet fluorescence, 18-24 h; cells fed with added oleic acid. Potency in µM for hits, for the others lipid storage change, negative = inhibition, % at the top dose, mostly 46.1 µM. 320,000 tested, 0.64% active; active means well fitted inhibition curve with a large enough effect in the signal ratio, with a control signal flat, not every such curve was filed as active; inconclusive means small, poorly fitted or top-dose-only effect, or effect the other way, or a change in a side signal; the % refers to the signal ratio
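Laser-scanning cytometry quantifies lipid droplet accumulation (500–530 nm total intensity; droplet/cell object ratio) in oleic acid-fed (400 uM added) Drosophila S3 cells treated with a concentration series. 20 uM Triacsin C defined 100% inhibition.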
Lipid storage S3 cell count max = recorded beside Lipid storage S3, whose call it bears; cell number change, %; measured here: cell count max response;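 cells counted by Cell Tracker Red CMTPX staining in the red channel; peak over a dose series mostly up to 46.1 µM; percent activity relative to internal control wells on each plate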
The depositor's hits bear a star; i = inactive; ? = inconclusive; / = not tested or not shown; [ ] = dose if it differs, or a comment. On the % scale 0 is the no-effect control and ±100 the full control effect; potency means the concentration at half of the fitted maximal effect. An excerpt. The share of hits here may be higher or lower than overall.

Value order – Lipid storage S3 | Lipid storage S3 cell count max
Cc1cccc(NC(=O)CSc2nnc([C@H](C)NC(=O)OC(C)(C)C)o2)c1C
    ? | /
Cc1c(Cl)ccc2c1NC(=O)C21NC(CCC(N)=O)[C@H]2C(=O)N(c3ccc(Cl)cc3)C(=O)[C@H]21 (stereo partly drawn)
    29%[9.22 µM] | /
CCOc1ccc(NC(=O)C(NC(=O)C2CCC(C)CC2)C(C)C)cc1 (stereo not drawn)
    1% | /
COc1ccccc1-c1nnc2sc(C3CCCCC3)nn12
    ? | /
CCN(CC)S(=O)(=O)c1ccc(N2CCOCC2)c(NC(=O)c2ccc3c(c2)OCCO3)c1
    ? | /
O=C(NCc1ccccc1)C1=C[C@H](c2csc3ccccc23)C[C@H](OCc2ccc(CO)cc2)O1
    0% | -22
CCOc1ccccc1Nc1nnc(SC(C)C(=O)Nc2nc(-c3ccccc3)cs2)s1 (stereo not drawn)
    7% | 9
Cn1c(=NC(=O)C2=NNC(=O)CC2)sc2ccccc21
    ? | /
CN(CC(=O)NCc1ccccc1)Cc1ccc(Cl)cc1
    ? | /
CC(=O)c1ccc(N2CCN(C(=O)c3ccc(Cl)c(NC4=NC5CS(=O)(=O)CC5S4)c3)CC2)cc1 (stereo not drawn)
    ? | /
CC(NC(=O)c1ccco1)C(c1cccs1)N1CCN(c2ccccc2)CC1 (stereo not drawn)
    ? | /
O=C(Nc1ccc2c3c(cccc13)CC2)c1ccc(Br)o1
    ? | /
O=C(COC(=O)c1ccccc1C(=O)N1CCN(c2ccccc2)CC1)Nc1ccc(F)cc1
    ? | /
O=c1cc(Cc2nnc(SCc3ccccc3)n2-c2ccc(Cl)cc2)[nH]c(=O)[nH]1
    0% | 9
O=C(O)c1ccc(-c2nc(-c3ccccc3)c(-c3cccs3)[nH]2)cc1
    13% | 16
Clc1ccc(-c2noc(CN3CCN(c4ccccc4)CC3)n2)cc1
    ? | /
Cn1c2ccccc2c2cc(/C=C(\NC(=O)c3ccccc3)C(=O)O)ccc21
    ? | /
c1coc(CNc2nc(-c3cccs3)cs2)c1
    ? | /
COCCn1c(C)cc(C(=O)COC(=O)c2ccc([N+](=O)[O-])o2)c1C
    ? | /
O=C(CCn1c(=S)[nH]c2ccccc2c1=O)NCCc1ccccc1
    -1% | 12
COc1ccc(CC(CC(=O)O)C(=O)NCc2ccccc2)cc1 (stereo not drawn)
    1% | 2
CCOc1ccc(C(C)=O)cc1COC(=O)CNC(=O)c1cccs1
    ? | /
CCn1cc(C(=O)O)c(=O)c2cc(F)c(N3CCN(S(=O)(=O)c4ccc(NC(C)=O)cc4)CC3)cc21
    -2% | -4
CC(=O)N(Cc1cccnc1)c1cccc(-c2nc3ccccc3s2)c1
    24% | 20
O=C(NCCN1CCOCC1)c1cc(-c2ccc(F)cc2)on1
    i | /
Cc1ccc(Cl)cc1N1CCN(C(=O)C2(S(=O)(=O)c3ccc(Cl)cc3)CC2)CC1
    ? | /
CN1CCN(S(=O)(=O)c2ccc(NC(=S)NC(=O)c3ccc(Cl)cc3)cc2)CC1
    i | /
CCOC(=O)C1=C(N)OC2=C(C(=O)CC(C)(C)C2)C1C1CCCCC1 (stereo not drawn)
    12% | -3
Cc1nn(-c2ccccc2)c(N2CCCC2)c1/C=N/NC(=O)c1cc(-c2cccs2)nc2ccccc12
    -3% | -3
NC(=O)[C@@H]1CCCN1Cc1nc(-c2cccs2)no1
    ? | /
CCCn1c(O)c(N=NC(=O)CNC(=O)c2cccnc2)c2ccccc21
    23% | 6
C[C@@H](C(=O)Nc1nc(-c2ccccn2)cs1)N1C(=O)C2CCCCC2C1=O (stereo partly drawn)
    ? | /
O=C(Nc1ccc2c(c1)OCO2)[C@@H]1CCCN1S(=O)(=O)c1cccc2cccnc12
    ? | /
CC(=O)Nc1ccc(S(=O)(=O)N(C)c2ccccc2)cc1
    ? | /
CCN(CC)CCn1c(NCc2ccc(OC)cc2)nc2ccccc21
    ? | /
CN(C)c1ccc(CN(C(=O)c2cc3ccccc3oc2=O)C2CCS(=O)(=O)C2)cc1 (stereo not drawn)
    ? | /
Cc1nn(-c2ccccc2)c(N)c1C(c1ccccc1)c1c(C)nn(-c2ccccc2)c1N
    -3% | -1
CCc1c(C(=O)NNC(=S)NCCc2ccccc2)csc1C
    -1% | -17
COc1ccc(NC(=O)COC(=O)CCc2nc3ccccc3c(=O)[nH]2)c(OC)c1
    11% | -8
CC1(C)CC(=O)c2sc(NC(=O)Cc3cccs3)nc2C1
    -3% | 6

3 neighbouring entries out of the list so far, for reference:
Value order – Lipid storage S3 | Lipid storage S3 cell count max
CCOC(=O)C1=C(N)OC2=C(C(=O)CC(C)(C)C2)C1C1CCCCC1 (stereo not drawn)
    12% | -3
Cc1nn(-c2ccccc2)c(N2CCCC2)c1/C=N/NC(=O)c1cc(-c2cccs2)nc2ccccc12
    -3% | -3
NC(=O)[C@@H]1CCCN1Cc1nc(-c2cccs2)no1
    ? | /

(next part)
Value order – Lipid storage S3 | Lipid storage S3 cell count max
Cc1ccc(OCC(=O)NC2CC(C)(C)NC(C)(C)C2)c(C)c1
    ? | /
COc1ccc2[nH]c(C(=O)N(Cc3ccccn3)Cc3ccccn3)cc2c1
    ? | /
CC(C)c1ccc(N=C(N)N=C(N)N)cc1
    ? | /
Cc1[nH]c2ccc(C(=O)N3CCCCC3)cc2c1C
    ? | /
Cc1ccc(NC(=O)c2cnc(SCC(=O)NCC3CCCO3)n(C)c2=O)cc1 (stereo not drawn)
    ? | /
COc1ccccc1C(=O)NCCOc1ccc(C)c(C)c1
    i | 12
Cc1ccc(C)c(S(=O)(=O)N2CCN(CC(=O)NC(=O)NCc3ccccc3)CC2)c1
    ? | /
CC(C)(C)C(=O)O/N=C(\N)c1c(Cl)cccc1Cl
    12% | 0
COC(=O)c1ccc(C(=O)Nc2ccc(C(C)C)cc2N)cc1
    ? | /
CCC1CC(/C(C)=N/NC(N)=O)OC1=O (stereo not drawn)
    -6% | -19
CC(=O)Nc1ccc(C2=CC(=O)C[C@H](c3ccc4c(c3)OCO4)C2)cc1
    ? | /
COc1ccc(Nc2oc(COc3ccccc3OC)nc2C#N)cc1
    ? | /
Cc1ccc(S(=O)(=O)N2CCC(C(=O)OCC(=O)NC(C)c3ccc(F)cc3)CC2)cc1C (stereo not drawn)
    ? | /
Cc1ccc(C(=O)NCCNS(=O)(=O)c2ccccc2)cc1
    25% | 9
OCC[C@@H]1C[C@@H](O)[C@H](O)[C@@]2(CCc3ccccc3O2)O1
    9% | 22
O=C(NCc1ccc2c(c1)OCO2)C1CC(=O)N(C2CCCC2)C1 (stereo not drawn)
    1% | 1
O=C(Nc1ccc(Cl)cc1)N1CCCN(c2ccc(C(F)(F)F)cc2[N+](=O)[O-])CC1
    ? | /
O=C1Nc2ccccc2/C1=N\N=C\C1=C(N2CCOCC2)C(=C\c2ccccc2)/CC1
    -12% | -14
COCCn1c(CNc2ccc(F)cc2)nnc1SCC(=O)Nc1ccc(OC)cc1OC
    ? | /
CC(C)c1ccc(C2NC(=O)NC3=C2CCc2ccccc23)cc1 (stereo not drawn)
    ? | /
O=C(NCCc1ccccc1)c1ccc(=O)[nH]c1
    27% | /
Nc1nc(-c2cccs2)c(NC(=O)c2ccccc2)s1
    ? | /
c1ccc2[nH]c(Cn3nnc4ccccc43)nc2c1
    13% | 2
O=C(O)c1ccc(NC(=S)NC(=O)c2cccnc2)cc1
    -14% | 24
CCCN1CNc2c(c(=O)[nH]c(=S)n2-c2ccc(Cl)cc2)C1
    -1% | -8
O=C1CC(C(=O)Nc2cccc(F)c2)n2ncnc2N1 (stereo not drawn)
    -4% | 13
CCCOc1cccc(-c2cc(C(=O)N/N=C/c3cccnc3)c3ccccc3n2)c1
    ? | /
CC(=O)NCc1ccc(-c2nc3ccccc3s2)cc1
    0% | 10
CCCN1CCC(=O)N(CCSc2ccccc2)CC1
    ? | /
CNC(C)C(=O)NC(C(=O)N1CCCC1C(=O)NC1CCCc2ccccc21)C(C)C (stereo not drawn)
    ? | /
CCOCCCN(C(=O)Cn1nnc(-c2ccc(C)o2)n1)C(C(=O)NC1CCCC1)c1ccco1 (stereo not drawn)
    ? | /
Cc1ccc(C(=O)COC(=O)C2CC3CCCC(C2)C3=O)cc1[N+](=O)[O-] (stereo not drawn)
    ? | /
O=C(CSc1nc2ccccc2c(=O)n1CCCN1CCOCC1)N1CCN(c2ccccc2)CC1
    ? | /
Cc1cc(NC(=O)CSc2nnnn2-c2ccc(F)cc2)no1
    i | /
CCOc1cc(N2CCOCC2)c(OCC)cc1NC(=O)CSc1ncccn1
    ? | /
Fc1ccc(CNc2cnccn2)cc1
    0% | -4
Cc1ccc(/C=C/C(=O)O)cc1S(=O)(=O)NC1CCS(=O)(=O)C1 (stereo not drawn)
    ? | /
Cc1csc(Nc2ccccc2)[n+]1-c1ccccc1
    ? | /
COc1ccc(N2CCN(C(=O)CCc3nnc4ccc(N5CCOCC5)nn34)CC2)cc1
    i | -2
O=C(Cn1cnc2c(oc3ccccc32)c1=O)N1CCCC1
    ? | /
COc1cccc(N2CC(C(=O)Nc3nnc(SCC(=O)NCc4ccco4)s3)CC2=O)c1 (stereo not drawn)
    0% | -2
Cc1ccc(Cl)cc1NC(=O)CCNC(=O)N1CC(=O)Nc2ccccc21
    i | /
Cc1cc(NC(=O)c2ccccc2O)nc(C)n1
    ? | /
CC(=O)c1ccc(NC(=O)CSc2nc(=O)cc(N)n2-c2ccccc2)cc1
    ? | /
N#CCCN(C(=O)CSc1nnc(-c2ccncc2)n1C1CC1)c1ccccc1
    5% | 0
CS(=O)(=O)N(CC(=O)Nc1ccccc1C(=O)N1CCCC1)c1ccccc1Br
    i | /
O=C(NCCCN1CCN(c2ccccc2)CC1)Nc1ccccc1C(F)(F)F
    ? | /
NC(=O)N/N=C/c1coc2ccc3ccccc3c2c1=O
    ? | /
COCCn1c(SCC(=O)N2CCCC2)nnc1C(C)C
    ? | /
O=C1NC(=O)C(c2ccccc2[N+](=O)[O-])=C1Nc1ccc(O)c(Cl)c1
    -16% | -19
COc1ccccc1C(=O)N/C(=C/c1cccc([N+](=O)[O-])c1)C(=O)Nc1cccc(C(=O)O)c1
    ? | /
CS(=O)(=O)c1cccc(C(=O)NC(c2ccccc2)c2ccccc2)c1
    ? | /
CCc1nc2sc3c(c2c(=S)[nH]1)CC(C)(C)OC3
    i | -1
CC1CCCCN1CCNC(=O)C1CCCN(S(=O)(=O)c2cccc3nsnc23)C1 (stereo not drawn)
    ? | /
COCCCn1c2nc3ccccc3nc2c2c(=O)n(Cc3ccc(Cl)cc3)c(C)nc21
    20% | -5
O=C(Nc1ccccc1C(F)(F)F)c1ccc2nccnc2c1
    2% | -11
COc1ccc(-n2cnc3cc(NCc4ccccn4)ccc32)cc1
    15% | /
Cc1ccc2cc(C#N)c(N3CCCN(C(=O)C4CCCO4)CC3)nc2c1 (stereo not drawn)
    12% | 2
O=S(=O)(c1ccc(N2CCOCC2)cc1)N1CCOCC1
    ? | /
COc1cccc2cc(C(=O)N3CCN(C45CC6CC(CC(C6)C4)C5)CC3)c(=O)oc12
    i | /

The listing continues:
Value order – Lipid storage S3 | Lipid storage S3 cell count max
N=c1oc2ccc(Cl)cc2cc1C(=O)NC1CCCCCC1
    2% | 11
OC1CCN(c2ncnc3c2nnn3Cc2c(F)cccc2Cl)CC1
    i | 1
Clc1cccc(-c2nnc(SC/C=C/c3ccccc3)n2Cc2ccco2)c1
    i | 6
COc1cc(-c2n[nH]c(=S)n2-c2cc(C(F)(F)F)ccc2Cl)cc(OC)c1OC
    ? | /
Cc1c(Cl)ccc(S(=O)(=O)NCCN2CCOCC2)c1Cl
    ? | /
CCCn1c(=O)c2ccccc2n2c(SCC(=O)c3ccccc3)nnc12
    i | -6
Cc1ccc(S(=O)(=O)NCC(=O)OCC(=O)N(C)C2CCCCC2)cc1
    ? | /
O=C(NCCNC(=O)c1cccs1)c1ccco1
    -1% | 5
COCCN(C(=O)C1CCCO1)c1c(N)n(CC(C)C)c(=O)[nH]c1=O (stereo not drawn)
    -6% | /
COc1ccc(-c2cc3nc(-c4ccccc4)cc(N4CCC(O)CC4)n3n2)cc1
    -4% | -16
Cc1ccc(CNS(=O)(=O)c2ccc(Br)s2)cc1
    ? | /
O=C1CC(c2ccccc2)CC(O)=C1C=NCCCO (stereo not drawn)
    ? | /
CCCc1cc(=O)oc2cc(OCC(=O)NCC(O)c3ccccc3)ccc12 (stereo not drawn)
    i | -10
CC(=O)c1ccc(N(CC(=O)NC2CCCCC2)C(=O)CNC(=O)c2cccs2)cc1
    i | -3

Profiles, looked up by structure:
Record of `CCCn1c(=O)c2ccccc2n2c(SCC(=O)c3ccccc3)nnc12` → Lipid storage S3 = i; Lipid storage S3 cell count max = -6
Record of `OC1CCN(c2ncnc3c2nnn3Cc2c(F)cccc2Cl)CC1` → Lipid storage S3 = i; Lipid storage S3 cell count max = 1
Record of `Cc1ccc(CNS(=O)(=O)c2ccc(Br)s2)cc1` → Lipid storage S3 = ?; Lipid storage S3 cell count max = /
